Pol III holo inh: qHTS Assay for Inhibitors of DNA Polymerase III Holoenzyme System | 71,000 compounds, 0.25% hits | Potency, µM (titrated, usually from 57.1 µM), without a hit: at the top dose activity change, negative = inhibition | reconstituted DNA polymerase III holoenzyme replication, biochemical; note: potency is the fitted concentration of half-maximal effect; % is set by controls: 0 for no effect and ±100 for the full control effect
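Reconstituted *E. coli* holoenzyme (0.35 nM Pol III, 1 nM beta, 154 nM SSB, 2 nM primase) was preincubated with compound for 15 min at RT. Synthesis on 1.4 nM ssM13Gori ran 35 min, then was stopped with PicoGreen/EDTA and read as dsDNA fluorescence.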
HADH2 inh: qHTS Assay for Inhibitors of HADH2 (Hydroxyacyl-Coenzyme A Dehydrogenase, Type II); 73,000 compounds, 3.4% hits; recombinant HADH2, NADH fluorescence, beta-hydroxybutyryl-CoA; Potency, µM (titrated, usually from 57.1 µM), inactives show top-dose activity change, negative = inhibition, most hits filed as inhibitors; 3-hydroxyacyl-CoA dehydrogenase type-2 (Homo sapiens), Q99714; note: potency is the fitted concentration of half-maximal effect; % is set by controls: 0 for no effect and ±100 for the full control effect; nearly all actives have a fitted effect of over 60% in size; many of its hits are not listed in these tables
Target sequence (Q99714 whole entry, looked up, one chain of several): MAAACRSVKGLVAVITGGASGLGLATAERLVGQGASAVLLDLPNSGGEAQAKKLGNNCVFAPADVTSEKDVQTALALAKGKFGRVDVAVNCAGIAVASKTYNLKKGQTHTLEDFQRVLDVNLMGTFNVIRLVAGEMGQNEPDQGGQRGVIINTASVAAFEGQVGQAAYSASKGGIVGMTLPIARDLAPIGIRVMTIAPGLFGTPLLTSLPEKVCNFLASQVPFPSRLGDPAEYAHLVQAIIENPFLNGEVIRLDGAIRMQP
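E. coli-expressed His-tagged HADH2 tested at 20 nM in alkaline Tris buffer (pH 9.0); oxidation of 90 uM beta-hydroxybutyryl-CoA with 1 mM NAD+ tracked fluorimetrically for 4 min.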
ERK AVP block: qHTS Assay for Inhibitors of the ERK Signaling Pathway using a Homogeneous Screening Assay. HEK293-V1b, vasopressin-stimulated pERK AlphaScreen. Potency, µM (titrated, usually from 57.5 µM), without a hit: at the highest dose activity, negative = inhibition, usual class: inhibitors. 72,000 compounds, 0.99% hits. AID 995, 2007; note: potency is the fitted concentration of half-maximal effect; % is set by controls: 0 for no effect and ±100 for the full control effect; nearly all actives have a fitted effect of over 55% in size
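qHTS, compounds titrated on V1b-expressing HEK293 cells. Preincubation 30 min at 37C, vasopressin 25 nM for 5 min, lysis 10 min, bead incubation 5 hr at room temperature.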
Tau fil binding: qHTS Assay for Tau Filament Binding; 71,000 compounds, 2% hits; AID 596, 2007; Potency, µM (series often up to 57.1 µM), inactives show at the top dose activity change, negative = inhibition; recombinant tau filaments, thioflavin S fluorescence, 15 h; filaments grown with octadecylsulfate alongside compound;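 note: potency is the fitted concentration of half-maximal effect; % is set by controls: 0 for no effect and ±100 for the full control effect; actives lower thioflavin S fluorescence by blocking filaments or displacing dye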
Target sequence (P10636 whole entry, looked up): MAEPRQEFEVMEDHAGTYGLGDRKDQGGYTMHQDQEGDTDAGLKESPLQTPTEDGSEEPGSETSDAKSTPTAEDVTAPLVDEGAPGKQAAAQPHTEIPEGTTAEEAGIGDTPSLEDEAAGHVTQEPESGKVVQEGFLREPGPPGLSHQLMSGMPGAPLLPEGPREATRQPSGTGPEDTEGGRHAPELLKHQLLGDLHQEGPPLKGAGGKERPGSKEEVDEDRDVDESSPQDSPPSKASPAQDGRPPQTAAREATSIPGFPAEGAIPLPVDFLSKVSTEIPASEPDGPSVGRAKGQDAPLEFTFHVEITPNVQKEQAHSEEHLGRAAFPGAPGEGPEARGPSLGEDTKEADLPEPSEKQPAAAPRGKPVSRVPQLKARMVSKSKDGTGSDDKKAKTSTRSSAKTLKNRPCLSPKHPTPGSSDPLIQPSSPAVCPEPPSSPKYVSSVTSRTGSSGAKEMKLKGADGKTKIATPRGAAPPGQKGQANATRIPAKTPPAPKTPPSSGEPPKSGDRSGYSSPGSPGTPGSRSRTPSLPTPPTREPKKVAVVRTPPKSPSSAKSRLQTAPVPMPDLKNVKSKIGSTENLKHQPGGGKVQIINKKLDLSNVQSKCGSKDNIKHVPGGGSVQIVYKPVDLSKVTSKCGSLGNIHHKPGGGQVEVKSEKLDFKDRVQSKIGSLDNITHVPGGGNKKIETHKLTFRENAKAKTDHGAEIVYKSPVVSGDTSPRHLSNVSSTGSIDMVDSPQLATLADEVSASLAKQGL
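Thioflavine S fluorescence (ex 450, em 510 nm) reports filaments formed from 1 uM human tau plus 30 uM ODS over 15 h at 37 C (10 mM HEPES pH 7.4, 100 mM NaCl, 5 mM DTT); compounds displacing dye or blocking filaments lower signal.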
Hsp90 Hop PPI: qHTS Assay for Disrupters of an Hsp90 Co-Chaperone Interaction. Hsp90 C-terminal peptide / TPR2A (Hop) interaction, human. AlphaScreen TPR2A-His6 binding biotin-Hsp90 C-terminal peptide. Potency, µM (top dose mostly 57 µM), inactives show top-dose activity change, negative = inhibition. 71,000 compounds, 0.44% hits; active = well fitted curve in either direction with a large enough effect; inconclusive = small, poorly fitted or top-dose-only effect, or another doubt; note: potency is the fitted concentration of half-maximal effect; % is set by controls: 0 for no effect and ±100 for the full control effect; many of its hits are not listed in these tables
Rhodamine autofl: qHTS Assay for Spectroscopic Profiling in Rhodamine Spectral Region; Rhodamine-region fluorescence, 547/598 nm, Tris buffer; hits give high values; 59,000 compounds, 0.05% hits; max dye-equivalent concentration, M; in the data active = max dye-equivalent concentration above about 11 nM; inconclusive = between about 1.1 nM and that limit
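Compounds in 100 mM Tris buffer, pH 8.0, were incubated 15 min at room temperature, then read at 547 nm excitation and 598 nm emission. Fluorescence was normalized against a per-plate six-point rhodamine standard curve as dye-equivalent concentration.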
HBB splicing: qHTS Assay for Modulators of Hemoglobin Beta Chain Splicing; Potency, µM (top dose mostly 46.1 µM), without a hit: top-dose activation, hits mostly activators; AID 925, 2007; HBB splicing reporter cell assay, activation; EGFP reporter with mutant IVS2-654 intron; response scale: normalised to 500 nM splice-correcting PNA; 65,000 compounds, 0.06% hits; note: potency is the fitted concentration of half-maximal effect; 0% is about no effect
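Compounds were applied for 2 days to HeLa EGFP-654 cells, 500/well in Optimem with 2% FCS. The reporter's EGFP is disrupted by mis-splicing of beta-globin intron IVS2-654. Readout: summed well GFP fluorescence from 488 nm laser scanning; reference was 500 nM antisense […] 654 PNA.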
Texas Red fluor: qHTS Assay for Spectroscopic Profiling in Texas Red Spectral Region | Compound fluorescence, Texas Red channel, 547/618 nm; hits give high values | max dye-equivalent concentration, M | 59,000 compounds, 0.06% hits | AID 587, 2007; in the data active = max dye-equivalent concentration above about 10 nM; inconclusive = between about 1.1 nM and that limit
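qHTS profiling of intrinsic compound fluorescence; 100 mM Tris pH 8.0; 15 min RT; ex 547 / em 618 nm; response expressed as Texas Red dye-equivalent concentration from six-point plate standard.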
CRE Fsk mod: Cell signaling CRE-BLA (Fsk stim) | CHO CRE-bla reporter (cAMP response element driving beta-lactamase), forskolin EC10, beta-lactamase ratio | Potency, µM (titrated, usually from 38.2 µM), inactives show at the highest dose activity change, negative = inhibition, hits mostly activators | 71,000 compounds, 2.5% hits | AID 662, 2007; active = well fitted activation curve with a large enough effect in the signal ratio, with a control signal flat, not every such curve was filed as active; inconclusive = small, poorly fitted or top-dose-only effect, or effect the other way, or a change in a side signal; the % refers to the signal ratio; note: potency is the fitted concentration of half-maximal effect; % of control where 0% means no effect
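Modulation of forskolin-driven signalling is measured in CHO cells carrying a CRE-controlled beta-lactamase reporter. Cells are stimulated with EC10 NKH 477 in the presence of titrated compound for 3 h at 37 °C, then loaded with CCF4 for 2 h at room temperature.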
Luciferase inh: qHTS Assay for Inhibitors of Firefly Luciferase; AID 411, 2009; 72,000 compounds, 2.2% hits; Potency, µM (highest dose often 57.1 µM), for inactives: top-dose activity change, negative = inhibition, usual class: inhibitors; purified firefly luciferase, luminescence, 8 min; note: potency is the fitted concentration of half-maximal effect; % is set by controls: 0 for no effect and ±100 for the full control effect; nearly all actives have a fitted effect of over 40% in size
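Substrate buffer containing 10 uM ATP (pH 7.2 imidazole, Mg2+, KCl, detergent, BSA) is dispensed, compound pinned in, then luciferase/luciferin detector mix added. After 8 min at ambient temperature, light output is measured.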
ALOX15 inhib: qHTS Assay for Inhibitors of 15-hLO (15-human lipoxygenase); 74,000 compounds, 1.4% hits; purified 15hLO-1, xylenol orange hydroperoxide absorbance; Potency, µM (top dose mostly 57.1 µM), for inactives: top-dose activity change, negative = inhibition, most hits filed as inhibitors; Polyunsaturated fatty acid lipoxygenase ALOX15 (Homo sapiens), P16050; AID 887, 2007; note: potency is the fitted concentration of half-maximal effect; % is set by controls: 0 for no effect and ±100 for the full control effect; nearly all actives have a fitted effect of over 55% in size
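Compounds were preincubated 15 min at room temperature with 40 nM purified human enzyme (25 mM Hepes pH 7.5, 0.01% Triton X-100); 50 uM arachidonic acid reacted 6 min. Fe-xylenol orange detection, 30 min, absorbance ratio 573/405 nm.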
Numbers without * were called inactive; i = inactive; ? = inconclusive; / = not tested or not shown; [ ] = another dose, or the depositor's remark. Unless noted, calls come from the whole dose curve; as a rule, active = well fitted curve in the direction sought with a large enough effect; inconclusive = small, poorly fitted or top-dose-only effect, or another doubt; inactive = no such curve, though single readings can be large; an effect the other way counts as inactive or inconclusive.

#	canonical_smiles	Pol III holo inh	HADH2 inh	ERK AVP block	Tau fil binding	Hsp90 Hop PPI	Rhodamine autofl
1	CC(N=c1ccccn1C(=O)Nc1ccc(F)cc1)c1ccco1 (stereo not given)	-4%	15%	17%	10%	1%	i
2	N#Cc1ccc(OCC(=O)N2CCN(S(=O)(=O)c3cccs3)CC2)cc1	2%	1%	14%	12%	2%	i
3	Brc1ccccc1-c1nnc(-c2cccnc2)o1	-8%	-2%	-29%	-14%	-2%	i
4	CC(=O)N(CCCc1ccc(C(C)(C)C)cc1)CCCN(C)C	1%	6%	-4%	-14%	-4%	/
5	CN(C)c1nc(N)nc(Nc2ccccc2C#N)n1	0%	8%	20%	15%	?	/
6	Cn1c(CCNC(=O)c2ccco2)nc2cc(NS(=O)(=O)c3ccc(Cl)cc3)ccc21	-11%	4%	-5%	5%	-6%	i
7	COc1ccc(OC)c(-c2cc(C(=O)Nc3c(C)nn(Cc4ccc(Cl)cc4)c3C)no2)c1	0%	?	-12%	146%	-3%	i
8	CCOC(=O)c1sc(N)c(C#N)c1COC(=O)CNC(=O)c1ccccc1	2%	-15%	-23%	-11%	-2%	i
9	Cc1ccccc1Cn1ccc(NC(=O)c2cnn3c(C(F)(F)F)cc(-c4ccco4)nc23)n1	-10%	5%	?	2.5µM*	-9%	i
10	COc1nc(-c2ccccc2)ccc1-c1noc(-c2ccccc2)n1	-2%	2%	-9%	9%	-1%	i

#	HBB splicing	Texas Red fluor	CRE Fsk mod	Luciferase inh	ALOX15 inhib
1	0.0%[57.5 µM]	i	-5%	-1%	-2%
2	-0.2%[57.5 µM]	?	?	-8%	-1%
3	-0.2%	?	16%	?	5%
4	-1.9%	/	6%	1%	5%
5	3.9%	/	13%	-2%	-4%
6	2.0%[0.369 µM]	?	-22%	4%	-2%
7	-1.9%	i	4µM*	0%	-17%
8	-1.8%	i	?	0%	-8%
9	-0.7%	i	?	0%	-11%
10	-0.9%	i	?	?	-5%

One compound at a time (already shown).
`CCOC(=O)c1sc(N)c(C#N)c1COC(=O)CNC(=O)c1ccccc1` in the list: Pol III holo inh: 2%; HADH2 inh: -15%; ERK AVP block: -23%; Tau fil binding: -11%; Hsp90 Hop PPI: -2%; Rhodamine autofl: i; HBB splicing: -1.8%; Texas Red fluor: i; CRE Fsk mod: ?; Luciferase inh: 0%; ALOX15 inhib: -8%
`CN(C)c1nc(N)nc(Nc2ccccc2C#N)n1` in the list: Pol III holo inh: 0%; HADH2 inh: 8%; ERK AVP block: 20%; Tau fil binding: 15%; Hsp90 Hop PPI: ?; Rhodamine autofl: /; HBB splicing: 3.9%; Texas Red fluor: /; CRE Fsk mod: 13%; Luciferase inh: -2%; ALOX15 inhib: -4%

(more compounds)
#	canonical_smiles	Pol III holo inh	HADH2 inh	ERK AVP block	Tau fil binding	Hsp90 Hop PPI	Rhodamine autofl
11	C=CCn1c(SCC(=O)Nc2ccc3c(c2)OCO3)nc2ccccc2c1=O	-3%	-3%	-23%	485%	-5%	i
12	CC(=O)N1[C@H](Cc2ccccc2)C=C[C@]1(C)C(=O)NCCN1CCOCC1	0%	6%	14%	22%	2%	/
13	CCOc1ccccc1NC(=O)C1CCCN(C(=O)NCc2ccccc2)C1 (stereo not given)	-3%	17%	-16%	-8%	0%	i
14	CCOc1ccc(NC(=O)CN2CCN(CC(=O)Nc3cc(OC)cc(OC)c3)CC2)cc1	5%	-7%	-15%	-2%	-10%	i
15	CC1CCN(c2nc3c(c(=O)[nH]c(=O)n3C)n2CCCc2ccccc2)CC1	-5%	-1%	/	2%	-2%	/
16	CN1CCCCc2c1nc1c(c2N)CCCC1	-1%	14%	-15%	6%	-7%	i
17	c1ccc2c(c1)CCCC2NC1=NCCC1 (stereo not given)	-3%	-9%	-22%	0%	-1%	i
18	CCc1nc(Nc2ccc(N3CCN(C(C)=O)CC3)cc2)c2oc3ccccc3c2n1	-7%	-6%	32µM*	20µM*	-19%	i
19	c1ccc(COn2c(-c3ccccc3)nc3c2CCc2nonc2-3)cc1	-2%	-1%	-11%	12%	-7%	i
20	CC12CN3CC(C)(CN(C1)C3c1ccc(Br)cc1)C2 (stereo not given)	1%	5%	4%	-12%	-12%	i

#	HBB splicing	Texas Red fluor	CRE Fsk mod	Luciferase inh	ALOX15 inhib
11	5.2%[0.369 µM]	?	?	1%	-6%
12	-0.2%	/	-1%	/	1%
13	/	i	-5%	5%	-8%
14	-1.1%	i	?	-1%	-21%
15	-0.5%	/	9%	2%	-3%
16	-0.7%	i	12%	3%	7%
17	0.2%[57.5 µM]	?	-12%	1%	6%
18	-1.1%[0.369 µM]	?	1.3µM*	-14%	-24%
19	-2.1%[0.369 µM]	?	0%	1%	-3%
20	-5.6%[0.369 µM]	?	-1%	-6%	18%

Taken from above:
Value of compound 8 in Tau fil binding: -11%
Value of compound 18 in HBB splicing: -1.1%[0.369 µM]

(more compounds)
#	canonical_smiles	Pol III holo inh	HADH2 inh	ERK AVP block	Tau fil binding	Hsp90 Hop PPI	Rhodamine autofl
21	CN(Cc1nc2ccccc2n1C)C(=O)c1cccs1	-3%	2%	-22%	-10%	0%	i
22	O=C(NC1CCN(Cc2nnnn2CCc2ccccc2)CC1)c1ccccc1F	1%	5%	4%	-3%	-1%	i
23	CC(=O)Oc1ccc(N2C(=O)C3C4C=CC(O4)C3C2=O)cc1 (stereo not given)	0%	?	1%	5%	0%	/
24	Cc1ccc(C(=O)OCc2nnc(-c3ccccc3)o2)o1	-1%	2%	9%	-16%	-2%	i
25	O=S(=O)(NCCc1cn2ccccc2n1)c1ccc(F)c(C(F)(F)F)c1	-5%	-19%	/	-16%	0%	/
26	CCN(CC)Cc1c(O)ccc2c(-c3ccccc3)cc(=O)oc12	-5%	-5%	-14%	16%	-1%	/
27	COc1cc(OC)cc(-c2nnc(SCC(=O)N(C(C)C)C(C)C)o2)c1	-6%	2%	0%	7%	-4%	i
28	O=C(CN1C(=O)CCC1=O)Nc1ccc(Br)cc1	-3%	7%	3%	-7%	-3%	i
29	CCN(CC)S(=O)(=O)c1csc(C(=O)NCc2ccccc2)c1	-5%	9%	?	-4%	3%	i
30	CCOc1ccc2[nH]c(=O)c(CN(Cc3cccs3)Cc3nnnn3C(C)(C)C)cc2c1	-1%	-3%	-1%	11%	3%	i

#	HBB splicing	Texas Red fluor	CRE Fsk mod	Luciferase inh	ALOX15 inhib
21	-1.0%	i	1%	0%	8%
22	-0.9%	?	-11%	?	7%
23	-0.7%[9.22 µM]	/	-6%	0%	24%
24	-1.5%	i	?	-1%	5%
25	1.2%	/	?	0%	?
26	-0.4%	/	4%	-2%	-5%
27	/	i	7%	0%	-2%
28	0.3%	i	?	1%	-8%
29	-0.1%[57.5 µM]	i	-18%	-2%	-4%
30	0.2%[57.5 µM]	i	-16%	1%	-8%

(more compounds)
#	canonical_smiles	Pol III holo inh	HADH2 inh	ERK AVP block	Tau fil binding	Hsp90 Hop PPI	Rhodamine autofl
31	Cc1cc(O)c(/C=N/c2ccccn2)c(=O)o1	-6%	-2%	0%	40%	1%	i
32	CC(=O)c1cccc(NC(=O)N2CCCC2C(=O)Nc2cc(C)ccc2C)c1 (stereo not given)	-3%	18%	?	12%	1%	i
33	COc1ccc(C(=O)Nc2ccccc2C(=O)NCc2ccco2)cc1OC	4%	16%	-28%	6%	-6%	i
34	CC1(C)Cc2c(c(-c3ccco3)nc3n[nH]c(N)c23)CO1	-1%	-6%	-23%	?	-1%	i

#	HBB splicing	Texas Red fluor	CRE Fsk mod	Luciferase inh	ALOX15 inhib
31	0.4%[57.5 µM]	i	-7%	-18%	-21%
32	/	i	1%	5%	7%
33	-2.1%[57.5 µM]	i	?	-2%	0%
34	4.3%[1.84 µM]	i	16µM*	-3%	4%

Not all compounds are listed; the hit share may differ from the screen's.
